# High-throughput results: PubChem, National Center for Advancing Translational Sciences (NCATS)
# Menin MLL FP TR – qHTS Assay for Inhibitors Targeting the Menin-MLL Interaction in MLL Related Leukemias: Competition With Texas Red Labeled MLL-derived Mutant Peptide. O00255. Menin + Texas Red MLL mutant peptide, fluorescence polarization. Potency, µM (doses to about 61.6 µM), for inactives: top-dose FP activity change, negative = inhibition, actives largely listed as inhibitors. hit rate 0.23% among 270,000; active means well fitted inhibition curve with a large enough effect in the polarisation, with a control signal flat, not every such curve was filed as active; inconclusive means small, poorly fitted or top-dose-only effect, or effect the other way, or a change in a side signal; inactive means no such curve, though single readings can be large or run the other way; the % refers to the polarisation; further: potency means the concentration at half of the fitted maximal effect; % of control where 0% means no effect; many of its hits are not listed in these tables
# Mito fusion yeast – qHTS Assay for Small Molecule Inhibitors of Mitochondrial Division or Activators of Mitochondrial Fusion. S. cerevisiae fusion-defective mutant growth rescue, CellTiterGlo 48 h. hit rate 0.23% among 320,000. AID 485298, 2010. Potency, µM (series often up to 46.1 µM), for the others: at the highest dose growth rescue (activation), hits mostly activators;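 further: potency means the concentration at half of the fitted maximal effect; % of control where 0% means no effect; nearly all actives have a fitted effect of over 45% in size; temperature-sensitive fusion mutants such as fzo1-1 at 37 °C on non-fermentable ethanol glycerol medium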
#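 Compounds are tested for their ability to restore growth of mitochondrial fusion-defective yeast strains at non-permissive 37C in YPEG medium over 48 hours. Viability is quantified by luciferase luminescence.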
# FLuc modulator – qHTS profiling assay for firefly luciferase inhibitor/activator using purifed enzyme and Km concentrations of substrates (counterscreen for miR-21 project). hit rate 6.9% among 360,000. AID 588342, 2011. Potency, µM (top dose mostly 57.5 µM), inactives show at the top dose activity change, negative = inhibition, usual class: inhibitors. purified FLuc, Km substrates, luminescence inhibition;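 further: potency means the concentration at half of the fitted maximal effect; plate controls were vehicle for no effect and reference inhibitor for full effect; nearly all actives have a fitted effect of over 55% in size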
#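 Purified P. pyralis luciferase (10nM final) with 10uM D-luciferin and 10uM ATP (Km levels) in 50mM Tris acetate pH 7.5, 10mM Mg acetate, 0.01% Tween-20, 0.05% BSA; qHTS 6-point titration, ~60 µM downward; luminescence read.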
# ELG1 DNA repair – qHTS screen for small molecules that inhibit ELG1-dependent DNA repair in human embryonic kidney (HEK293T) cells expressing luciferase-tagged ELG1. HEK293T ELG1-luciferase reporter, luminescence, 16 h; DNA damage induced by 5-fluorouridine. Potency, µM (highest dose often 46.1 µM), inactives show at the top dose activity change, negative = inhibition, actives largely listed as inhibitors. hit rate 2.3% among 330,000. AID 504467, 2011; further: potency means the concentration at half of the fitted maximal effect; on the % scale 0 is the no-effect control and ±100 the full control effect; nearly all actives have a fitted effect of over 55% in size
#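 Quantitative HTS, concentration-response format. 2,000 cells/well co-treated with 5-fluorouridine and compound, 16 hr in 5% CO2 at 37 °C; ONE-Glo luminescence read after 30 min.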
# Rab9 promoter act – qHTS Assay for Rab9 Promoter Activators; AID 485297, 2010; hit rate 2.8% among 320,000; Huh7 Rab9 promoter-luciferase reporter, luminescence, 24 h; Potency, µM (top dose mostly 9.22 µM), without a hit: at the highest dose activation, negative = inhibition, usual class: activators; further: potency means the concentration at half of the fitted maximal effect; % of control where 0% means no effect; nearly all actives have a fitted effect of over 60% in size
#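 Cell-based reporter: Huh7 stable for Rab9 promoter-driven luciferase, plated in reduced-serum medium with 10% FBS at 1500 cells/well, compound-treated 24 h at 37 °C, luminescence read after 10 min reagent.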
# Gal4-VP16 FLuc – VP16 counterscreen qHTS for inhibitors of ROR gamma transcriptional activity; AID 2546, 2010; hit rate 3.5% among 310,000; Drosophila S2 Gal4-VP16 UAS-luciferase, luminescence, 20 h; Potency, µM (top dose mostly 53.6 µM), for the others: at the highest dose activity, negative = inhibition, usual class: inhibitors;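 further: Gal4-VP16 expression switched on by copper sulfate through the metallothionein promoter; potency means the concentration at half of the fitted maximal effect; on the % scale 0 is the no-effect control and ±100 the full control effect; nearly all actives have a fitted effect of over 50% in size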
# MBNL1-CUG inh – qHTS Assay for Inhibitors of MBNL1-poly(CUG) RNA binding | Muscleblind-like protein 1 (Homo sapiens), Q9NR56 | TR-FRET MBNL1-His/biotin-(CUG)12 binding, 665/545 ratio | Potency, µM (highest dose often 57.5 µM), inactives show at the top dose activity change, negative = inhibition, most hits filed as inhibitors | hit rate 0.036% among 280,000 | AID 2675, 2010; active means well fitted inhibition curve with a large enough effect in the signal ratio, with a control signal flat, not every such curve was filed as active; inconclusive means small, poorly fitted or top-dose-only effect, or effect the other way, or a change in a side signal; inactive means no such curve, though single readings can be large or run the other way; the % refers to the signal ratio; further: potency means the concentration at half of the fitted maximal effect; on the % scale 0 is the no-effect control and ±100 the full control effect
# Target sequence (Q9NR56 whole entry, looked up): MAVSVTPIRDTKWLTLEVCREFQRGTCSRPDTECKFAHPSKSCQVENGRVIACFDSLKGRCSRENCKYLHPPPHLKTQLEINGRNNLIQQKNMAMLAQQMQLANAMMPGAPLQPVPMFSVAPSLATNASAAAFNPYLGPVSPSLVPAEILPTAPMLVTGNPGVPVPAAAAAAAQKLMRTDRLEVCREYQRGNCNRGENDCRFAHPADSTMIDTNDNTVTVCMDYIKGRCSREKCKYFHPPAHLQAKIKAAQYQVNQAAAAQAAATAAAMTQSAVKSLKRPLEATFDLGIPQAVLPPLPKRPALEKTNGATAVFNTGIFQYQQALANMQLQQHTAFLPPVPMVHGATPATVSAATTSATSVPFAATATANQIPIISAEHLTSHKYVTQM
#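 Compound titration spanned 92 nM–58 uM against the MBNL1-His/biotin-(CUG)12 complex. After 60 min at room temperature with 5 nM streptavidin-XL665 and 0.055 ng/ul terbium anti-His, ratiometric 665/545 nm emission (Ex 340 nm) normalized to controls.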
# NPC1 prom act – qHTS Assay for NPC1 Promoter Activators; Huh7 NPC1 promoter luciferase reporter, 24 h; Potency, µM (top dose mostly 9.22 µM), inactives show at the top dose activation, actives largely listed as activators; hit rate 2.4% among 320,000;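 further: potency means the concentration at half of the fitted maximal effect; % of control where 0% means no effect; nearly all actives have a fitted effect of over 60% in size; reporter is driven by a mutant NPC1 promoter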
#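 Huh7 cells stably carrying NPC1 promoter–luciferase, plated in Opti-MEM with 10% FBS for 2 h, were exposed to compound in DMSO for 24 h at 37 °C; luciferase reagent was added for 10 min and luminescence read.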
# RORgamma inh – qHTS for inhibitors of ROR gamma transcriptional activity; Drosophila S2 Gal4-RORgamma UAS-luciferase reporter, 20 h; hit rate 5.4% among 310,000; Potency, µM (highest dose often 53.6 µM), for the others: at the highest dose activity change, negative = inhibition, most hits filed as inhibitors; Nuclear receptor ROR-gamma (Mus musculus), P51450; further: potency means the concentration at half of the fitted maximal effect; on the % scale 0 is the no-effect control and ±100 the full control effect; nearly all actives have a fitted effect of over 60% in size
# Target sequence (P51450 whole entry, looked up, the tested form may be a part): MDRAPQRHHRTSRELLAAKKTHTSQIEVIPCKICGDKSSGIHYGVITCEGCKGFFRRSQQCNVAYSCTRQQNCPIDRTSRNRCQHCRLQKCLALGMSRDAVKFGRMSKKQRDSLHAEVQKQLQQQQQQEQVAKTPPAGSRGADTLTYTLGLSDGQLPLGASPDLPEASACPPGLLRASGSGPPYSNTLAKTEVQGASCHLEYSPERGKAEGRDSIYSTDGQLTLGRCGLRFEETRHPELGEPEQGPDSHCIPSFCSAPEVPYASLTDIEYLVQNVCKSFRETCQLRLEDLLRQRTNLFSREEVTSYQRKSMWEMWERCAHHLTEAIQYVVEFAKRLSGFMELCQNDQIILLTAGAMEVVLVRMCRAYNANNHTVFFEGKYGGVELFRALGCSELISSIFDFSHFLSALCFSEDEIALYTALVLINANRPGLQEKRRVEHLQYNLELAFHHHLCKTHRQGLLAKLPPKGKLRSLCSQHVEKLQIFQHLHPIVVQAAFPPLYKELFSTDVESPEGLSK
#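 Luminescence from a UAS-regulated Photinus luciferase reporter in stably transfected Drosophila Schneider cells is measured; decreased signal marks ROR gamma inhibition. Fusion expression is induced by 700 uM copper sulfate for 20 hr.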
# KCNH2 3.1 block – qHTS for Inhibitors of KCHN2 3.1: Mutant qHTS; Potassium voltage-gated channel subfamily H member 2, brain isoform KCNH2 3.1 (human); U2OS KCNH2 3.1, thallium flux FluxOr; hits give low values; activity change, % (tested at about 1.8 µM); hit rate 0.95% among 340,000; AID 720553, 2013;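 active means maximum activity change below -70%; inconclusive means maximum activity change from -70% to -50%; inactive means maximum activity change above -50%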;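 further: thallium influx rate constant from kinetic fluorescence after stimulation buffer; on the % scale 0 is the no-effect control and ±100 the full control effect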
#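 Thallium flux read-out: FluxOr dye with Red40 quencher in HBSS/HEPES, 45 min at RT. Rate constants from kinetic reads were normalized to positive and negative DMSO controls. Cells: U2OS virally expressing the 3.1 isoform.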
# PKM2 act – qHTS Assay for Activators of Human Muscle isoform 2 Pyruvate Kinase | hit rate 0.34% among 260,000 | AID 1631, 2009 | purified PKM2, Kinase-Glo ATP luminescence, activation; response scale: 0% is enzyme alone, no compound | Potency, µM (top dose mostly 57.5 µM), for inactives: at the top dose activation, actives largely listed as activators | Pyruvate kinase PKM (Homo sapiens), P14618; further: potency means the concentration at half of the fitted maximal effect; on the % scale 0 is the no-effect control and ±100 the full control effect; nearly all actives have a fitted effect of over 55% in size
#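 hPK-M2, >95% pure; 0.1 mM ADP / 0.5 mM PEP final; imidazole pH7.2 buffer w/ 7 mM MgCl2, 50 mM KCl; 1 h RT; Kinase-Glo lum. Intermediate enzyme activity for dual inhibitor/activator qHTS.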
# Active calls of the source: *; ? = inconclusive; nt = not tested or not shown; [ ] = remark or other dose. Unless noted, the call rests on the fitted dose curve; in most records, active means well fitted curve in the direction sought with a large enough effect; inconclusive means small, poorly fitted or top-dose-only effect, or another doubt; inactive means no such curve, though single readings can be large; an effect the other way counts as inactive or inconclusive.
SMILES,Menin MLL FP TR,Mito fusion yeast,FLuc modulator,ELG1 DNA repair,Rab9 promoter act,Gal4-VP16 FLuc,MBNL1-CUG inh,NPC1 prom act,RORgamma inh,KCNH2 3.1 block,PKM2 act
O=C(NCC(O)c1ccc([N+](=O)[O-])cc1)C(c1ccccc1)c1ccccc1 (stereo not given),62.3%[activator],-10.2%,2.6%,-1.0%,-1.5%,-2.3%,?,2.1%,2.5%,-11.0,-0.4%
COc1ccc(/C=N/OCC(=O)Nc2cc(C)on2)cc1OC,-11.5%,-9.9%,-4.7%,10.6%,-3.7%,-9.8%,-1.0%,0.5%,-19.2%,-4.1,-2.3%
Cc1ccc(C2(c3ccc(C)cc3)CC2C(=O)Nc2ccc([N+](=O)[O-])cc2O)cc1 (stereo not given),?,-25.0%,-2.7%,3.2%,-32.6%[inhibitor],?,-6.1%,-21.9%,?,-2.3,-0.5%
CC(/C=C1\SC(=S)N(NC(=O)c2ccncc2)C1=O)=C\c1ccccc1,nt,-6.5%,?,13.5%,-3.9%,-1.3%,8.3%,-1.3%,14.2%,4.4,11.5%
COc1cc(CNCCc2ccccc2)cc(Br)c1OCC(=O)Nc1ccccc1C,?,-0.2%,-0.5%,-8.7%,-7.4%,3.5%,-6.6%,-1.3%,?,3.4,3.1%
N#CC1=C(N)Oc2cc(O)c(Cl)cc2C1c1ccccc1F (stereo not given),59.1%[activator],11.5%,1.4%,-19.4%,-4.2%,-2.8%,3.2%,1.3%,-7.3%,-3.2,nt
CCOC(=O)N1CCN(C(=O)Cn2nc(C)n3nc(-c4ccc(CC)cc4)cc3c2=O)CC1,nt,1.0%,4.78µM*,1.3%,5.8%,9.6%,-2.9%,5.6%,-6.3%,30.3,nt
O=C(CC1SC(=Nc2ccc(OC(F)F)cc2)N(CCC2=CCCCC2)C1=O)Nc1ccccc1F (stereo not given),25.7%,-1.0%,1.1%,?,-1.1%,-9.7%,nt,-4.0%,1.7%,-23.0,-2.4%
Cc1sc(NC(=O)C2C3CCC(O3)C2C(=O)O)c(C(=O)OC(C)C)c1-c1ccc(Cl)cc1 (stereo not given),-0.7%,2.5%,-2.7%,7.8%,0.2%,-19.8%,-5.5%,-3.4%,39.0%,-11.3,-2.4%
Cc1ccccc1NC(=S)NNC(=O)c1ccco1,3.8%,0.1%,-2.9%,?,13.3%,nt,-4.3%,0.9%,nt,10.8,-1.6%
COc1ccc(C)cc1-n1c(SCC(=O)NCC2CCCO2)nc2c([nH]c3ccccc32)c1=O (stereo not given),nt,1.0%,-4.2%,?,10.2%,-1.2%,7.8%,0.5%,11.4%,9.5,-4.7%
O=C1CC(C(=O)Nc2ccccc2C(=O)O)C(c2ccccc2)O1 (stereo not given),5.1%,-6.3%,0.4%,13.7%,-5.9%,-1.6%,-3.5%,-0.4%,12.0%,-1.2,-1.3%
c1ccc2c(c1)nc(-c1ccncc1)n2CCNc1nc(CN2CCCCC2)cs1,?,4.3%,-0.7%,24.9%,-0.8%,-7.8%,-8.5%,-5.4%,8.5%,1.4,3.0%
Cn1c(=NC(=O)CCl)sc2ccccc21,-2.2%,-9.6%,-13.8%,?,-50.5%[inhibitor],?,-7.1%,-46.5%[inhibitor],?,?,7.9%
COc1ccccc1CNC(=O)CCc1nnc2ccc(NCCCN3CCCC3=O)nn12,-6.0%,1.7%,1.3%,11.7%,-4.0%,-6.4%,0.1%,-5.3%,2.8%,16.5,-0.9%
CCOc1ccc(NC(=S)NC(=O)c2c(Cl)c(C)nn2C)c([N+](=O)[O-])c1,-12.8%,-6.8%,1.8%,?,-1.3%,?,18.6%,-3.0%,10µM*,3.7,12.3%
CC(C)N1C[C@@]23C=C[C@@H](O2)C(C(=O)OCc2ccccc2)[C@H]3C1=O (stereo not given in full),2.0%,-0.6%,-0.9%,-2.5%,5.5%,-4.5%,3.3%,-0.9%,3.5%,0.8,-1.4%
Cc1ccc(OCC(=O)NCC(=O)n2nc(C)cc2C)cc1,nt,0.5%,-12.1%,1.4%,0.3%,-5.5%,-3.5%,0.5%,15.7%,-3.4,-0.3%
Cc1cccc(N(CC(=O)NCC2CCCO2)C(=O)CCC(=O)Nc2cc(C)on2)c1 (stereo not given),-2.6%,1.6%,0.9%,10.1%,-2.1%,3.8%,-2.5%,-2.4%,7.5%,-5.4,1.3%
Cc1occc1C(=O)N1CCN(c2ncccn2)CC1,1.4%,1.3%,-0.8%,9.4%,-8.2%,-6.1%,5.2%,-4.4%,-25.8%,7.5,10.9%
CCc1nnc(SCC(=O)Nc2ccc(N3CCOCC3)cc2)o1,0.9%,2.8%,-2.6%[2.3 µM],-3.2%,-1.4%,13.8%,-8.1%,-1.6%,0.7%,-1.0,2.0%
CC(=O)Nc1cccc(C(=O)N/N=C/c2ccc(C)o2)c1,-15.0%,-8.8%,-3.2%,12.9%,-5.4%,-5.7%,11.4%,-5.5%,-27.3%,-4.5,2.2%
C/C(=N/NC(=O)c1ccc(C)s1)c1cccc(NC(=O)COc2ccc(Cl)cc2Cl)c1,-15.3%,-0.4%,2.13µM*,?,0.501µM*,-11.2%,0.9%,0.562µM*,5.2%,-35.2,-4.6%
CCOC(=O)Cc1nnc(NC(=O)CSc2nnc3c(n2)[nH]c2ccccc23)s1,?,-4.4%,?,-22.0%,-2.7%,?,?,0.4%,40.8%,-6.9,18.7%
Cc1ccc2oc(=O)n(Cc3ccccc3)c2c1,9.2%,5.6%,2.3%,-8.1%,0.3%,nt,-4.6%,-4.4%,nt,1.1,-3.8%
O=C(NN=C1CCCCCC1)c1ccc2c(c1)OCO2,18.0%,-0.1%,?,?,-3.2%,-1.0%,-0.1%,-1.4%,?,-7.6,-6.7%
COc1ccc(S(=O)(=O)Nc2c(C)n(C)n(-c3ccccc3)c2=O)cc1,-8.8%,0.9%,0.9%,nt,nt,14.7%,-6.6%,nt,2.9%,-3.8,-0.4%
O=C(Cc1ccc(Cl)c(Cl)c1)Nc1cccc(S(=O)(=O)N2CCOCC2)c1,?,6.0%,-9.3%,?,-5.0%,-0.3%,1.1%,-0.5%,42.9%,-4.9,-20.8%
Cc1ccc(NC(=S)NC(=O)c2ccc(-c3ccccc3)cc2)c(C)c1,-1.9%,-11.5%,-1.5%,-13.9%,2.1%,?,-3.1%,-4.7%,4.47µM*,-0.6,-1.5%
Cc1ccccc1OCC(=O)OCC(=O)c1c[nH]c2ccccc12,nt,-0.1%,-15.1%,1.8%,1.4%,nt,nt,1.8%,nt,-9.5,nt
Cc1ccccc1NC(=O)CSCc1nc(N)nc(Nc2ccccc2C)n1,-9.4%,-1.6%,1.7%,8.1%,0.1%,4.7%,3.8%,-2.4%,?,3.6,-4.1%
CCCCN(CC)C(=O)Cn1cnc2ccc(S(=O)(=O)N3CCC(C)CC3)cc2c1=O,-4.7%,-7.4%,-1.3%,-1.0%,-1.8%,-6.6%,nt,-1.5%,?,-4.5,1.3%
CCOc1ccc(N(CC(=O)NCc2ccc(F)cc2)C(=O)CCC(=O)Nc2nccs2)cc1,-14.5%,-5.9%,-0.6%,-0.6%,0.1%,-1.3%,2.0%,-3.1%,20.2%,2.0,6.6%
COc1ccc(NC(=O)c2oc3ccccc3c2NC(=O)C2CC2)cc1,?,1.6%,?,-21.6%,-0.7%,-21.9%,25.6%,-0.3%,30.5%,-6.4,-7.8%
COc1ccc(C(C[N+](=O)[O-])c2c(C)cc3ccccn23)c(OC)c1 (stereo not given),-6.4%,1.0%,7.0%,-2.1%,-0.1%,?,16.9%,-7.7%,-91.0%,-23.0,11.8%

# The list is partial; count on the stated rates, not on these rows.
